KinaseGlo FLuc: Kinase-Glo luciferase inhibition (counter-screen) | Potency, µM (highest dose often 38.3 µM), for the others: at the top dose activity change, negative = inhibition, hits mostly inhibitors | Q27757 | 200,000 compounds, 0.28% hits | AID 1379 | Kinase-Glo luciferase, ATP luminescence, 8 min; further: potency means the concentration at half of the fitted maximal effect; on the % scale 0 is the no-effect control and ±100 the full control effect; nearly all actives have a fitted effect of over 60% in size
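Light output from Kinase-Glo luciferase with luciferin and 10 uM ATP in 50 mM imidazole pH 7.2, KCl, MgCl2, Tween 20, BSA; compound pin-delivered, 8-min ambient incubation, then luminescence read.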
Epigenetic reg: epigenetic control regulation, reporter derepression; Potency, µM (top dose mostly 53.9 µM), without a hit: at the highest dose GFP activation, most hits filed as activators; 280,000 compounds, 0.2% hits; murine LDR cells, GFP reporter derepression, 30 h; further: potency means the concentration at half of the fitted maximal effect; % of control where 0% means no effect; nearly all actives have a fitted effect of over 60% in size
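Murine LDR cells carrying a silenced, genomically integrated CMV-driven GFP reporter were exposed to compound for 30 hours at 37 C. After PBS washes, GFP-positive cells (20–120 um objects) were counted by laser-scanning microplate cytometry.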
CBFb-RUNX1 inh: blocks binding between human CBF-beta and RUNX1; AlphaScreen CBFb-His/RUNX1-biotin binding, biochemical; Potency, µM (series often up to 59.8 µM), inactives show at the top dose activity, negative = inhibition, most hits filed as inhibitors; 230,000 tested, under 10 active; AID 1477; further: % of control where 0% means no effect
Target sequence (Q01196 whole entry, looked up): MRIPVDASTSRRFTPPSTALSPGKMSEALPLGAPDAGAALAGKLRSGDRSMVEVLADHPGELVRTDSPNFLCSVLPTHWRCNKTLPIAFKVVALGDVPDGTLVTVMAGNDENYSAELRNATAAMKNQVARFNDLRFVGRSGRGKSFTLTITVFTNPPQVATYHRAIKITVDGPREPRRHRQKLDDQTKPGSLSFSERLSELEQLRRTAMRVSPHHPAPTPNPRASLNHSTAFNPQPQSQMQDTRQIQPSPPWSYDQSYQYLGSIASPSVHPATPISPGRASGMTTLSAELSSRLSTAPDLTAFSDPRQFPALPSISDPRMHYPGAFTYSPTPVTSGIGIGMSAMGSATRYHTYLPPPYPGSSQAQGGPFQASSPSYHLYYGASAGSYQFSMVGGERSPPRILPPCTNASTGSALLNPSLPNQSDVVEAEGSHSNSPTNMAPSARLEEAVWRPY
Target sequence (Q13951 whole entry, looked up): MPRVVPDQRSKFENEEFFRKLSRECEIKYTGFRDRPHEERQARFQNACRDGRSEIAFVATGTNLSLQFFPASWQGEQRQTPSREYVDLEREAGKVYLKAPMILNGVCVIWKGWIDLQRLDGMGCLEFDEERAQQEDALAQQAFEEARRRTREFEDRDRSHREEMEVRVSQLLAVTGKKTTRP
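Compounds were screened at multiple concentrations against a preformed CBF-beta(His)/RUNX1(biotin) complex (30 nM of each) for 15 min at room temperature, followed by 90 min with nickel and streptavidin beads and AlphaScreen reading.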
IMPase Li cell: cell-permeable IMPase inhibitors with lithium potentiation. 210,000 compounds, 0.35% hits. CHO-M1 cells, IP1 TR-FRET (IP-One), carbachol + lithium. Potency, µM (series often up to 59.4 µM), inactives show at the highest dose activity, negative = IMPase inhibition, usual class: inhibitors;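 further: IP1 builds up when IMPase is blocked and the TR-FRET signal falls; potency means the concentration at half of the fitted maximal effect; plate controls were basal vehicle for no effect and high inhibitor control for full effect; nearly all actives have a fitted effect of over 50% in size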
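IP1 accumulation measured by competitive TR-FRET in lysed CHO-M1 cells after 30 min compound exposure at 37C, with a small lithium addition to potentiate weak responses. Hill-equation AC50 from ratio and donor-channel data.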
GLA spleen mod: inhibitors or activators of human alpha-galactosidase in spleen homogenate | 240,000 compounds, 0.008% hits | AID 2107 | human spleen homogenate, 4MU-alpha-Gal fluorescence, 40 min | Potency, µM (doses to about 80 µM), for the others: at the highest dose activity change, negative = inhibition, most hits filed as inhibitors | P06280;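 further: potency means the concentration at half of the fitted maximal effect; 0% = enzyme with vehicle and -100% = no enzyme basal signal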
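Fluorogenic readout (Ex 365/Em 440 nm) of 4-methylumbelliferone released from 1 mM 4-MU-alpha-galactoside by spleen homogenate, 40 min at 37C, pH 5.0. Data normalized to no-enzyme and enzyme controls; Hill-equation AC50 from compound titrations.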
LMNA splice mod: LMNA splicing modulation; HeLa LMNA splicing GFP/RFP minigene ratio, 48 h; Potency, µM (series often up to 46.1 µM), for inactives: top-dose ratio change, negative = inhibition, actives largely listed as inhibitors; 200,000 compounds, 0.01% hits; active means well fitted inhibition curve with a large enough effect in the signal ratio, with a control signal flat, not every such curve was filed as active; inconclusive means small, poorly fitted or top-dose-only effect, or effect the other way, or a change in a side signal; the % refers to the signal ratio; further: potency means the concentration at half of the fitted maximal effect; on the % scale 0 is the no-effect control and ±100 the full control effect
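Read-out is the ratio of GFP to DsRed2 object intensity, acquired by 488 nm laser-scanning cytometry on HeLa lamin A-EGFP minigene reporter cells. Compound incubation 48 hrs at 37 °C in Opti-MEM with 2% FBS; DMSO 0.5% final.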
NPSR antag: blocks cAMP signaling of the human neuropeptide S receptor. Q6W5P4. CHO-NPSR cells, cAMP TR-FRET, antagonist mode. Potency, µM (doses to about 38.3 µM), without a hit: at the highest dose activity change, negative = inhibition, usual class: inhibitors. 220,000 compounds, 1% hits; further: potency means the concentration at half of the fitted maximal effect; on the % scale 0 is the no-effect control and ±100 the full control effect; nearly all actives have a fitted effect of over 50% in size; many of its hits are not listed in these tables
Target sequence (Q6W5P4 whole entry, looked up): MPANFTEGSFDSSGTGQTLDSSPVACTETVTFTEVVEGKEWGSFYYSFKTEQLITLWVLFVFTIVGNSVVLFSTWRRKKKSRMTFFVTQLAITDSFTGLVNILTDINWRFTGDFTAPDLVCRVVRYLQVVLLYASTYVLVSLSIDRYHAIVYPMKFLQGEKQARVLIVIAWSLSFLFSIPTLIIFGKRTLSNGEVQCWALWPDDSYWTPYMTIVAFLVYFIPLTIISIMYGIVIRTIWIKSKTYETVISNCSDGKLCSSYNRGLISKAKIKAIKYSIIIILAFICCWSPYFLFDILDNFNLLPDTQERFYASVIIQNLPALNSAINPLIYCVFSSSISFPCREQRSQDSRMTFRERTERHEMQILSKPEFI
Numbers without * were called inactive; u = inconclusive; x = no result given; [ ] = another dose, or the depositor's remark. Unless noted, the call rests on the fitted dose curve; in most records, active means well fitted curve in the direction sought with a large enough effect; inconclusive means small, poorly fitted or top-dose-only effect, or another doubt; inactive means no such curve, though single readings can be large; an effect the other way counts as inactive or inconclusive.

Molecule,KinaseGlo FLuc,Epigenetic reg,CBFb-RUNX1 inh,IMPase Li cell,GLA spleen mod,LMNA splice mod,NPSR antag
Fc1ccc2c(c1)C(c1ccncc1)=NNC(c1ccccc1)=N2,0%,0.0%,3%,3%,-8%,-10%,-9%[46.1 µM]
COc1ccc(NC(=O)CCSc2nnc(C)s2)cc1,1%,-0.3%,-2%,-1%[38.3 µM],2%,0%,-4%[46.1 µM]
O=C(NCc1ccc(Cl)cc1)c1noc2c1CCCCC2,1%,3.6%,5%,22%[38.3 µM],-10%,-14%,-25%[46.1 µM]
Cc1ccc(Nc2nnc(SCC(=O)NCCN3C(=O)CSC3=O)s2)cc1C,x,1.7%,0%,x,3%,-12%,-3%[46.1 µM]
CCCOC(=O)C1=C(C)NC2=C(C(=O)CCC2)C1c1cccc(OC)c1OC (centres undefined),8%,10%,0%,-5%[38.3 µM],-2%,-2%,-39%[46.1 µM]
CN(C)[C@H]1C(=O)C(C(=O)NCN2CCCC2)=C(O)[C@]2(O)C(=O)C3=C(O)c4c(O)cccc4[C@](C)(O)[C@H]3C[C@H]12,-3%[7.66 µM],x,x,11%,x,u,x
CCOC(=O)NC(Nc1sc2c(c1C(=O)OC)CCN(C)C2)(C(F)(F)F)C(F)(F)F,-5%,0.4%,4%,12%[38.3 µM],2%,4%,9%[7.67 µM]
COC(=O)N(NC(=O)C(O)(C(C)C)C(C)C)c1ccccc1,x,-0.5%,1%,x,4%,x,-33%

Overlap with the part before: three entries, then new ones.
Molecule,KinaseGlo FLuc,Epigenetic reg,CBFb-RUNX1 inh,IMPase Li cell,GLA spleen mod,LMNA splice mod,NPSR antag
CN(C)[C@H]1C(=O)C(C(=O)NCN2CCCC2)=C(O)[C@]2(O)C(=O)C3=C(O)c4c(O)cccc4[C@](C)(O)[C@H]3C[C@H]12,-3%[7.66 µM],x,x,11%,x,u,x
CCOC(=O)NC(Nc1sc2c(c1C(=O)OC)CCN(C)C2)(C(F)(F)F)C(F)(F)F,-5%,0.4%,4%,12%[38.3 µM],2%,4%,9%[7.67 µM]
COC(=O)N(NC(=O)C(O)(C(C)C)C(C)C)c1ccccc1,x,-0.5%,1%,x,4%,x,-33%
COCCn1c(-c2ccc(Br)cc2)nc2oc3cc(OC)ccc3c(=O)c2c1=O,x,0.1%,-11%,x,10%,x,20%
COC(=O)C1=C(C)NC(C)=C(C(=O)OC)C1c1ccc(OC(=O)c2oc3ccccc3c2C)c(OC)c1,-2%,-3.5%,9%,-1%,-6%,9%,-29%
Cc1ccc(C(=O)Nc2ccc3c(c2)OCO3)cc1,-18%,-0.8%,-6%,17%[38.3 µM],5%,12%,13%[46.1 µM]
Cc1cc(NCc2ccco2)nc(N2CCC(C(=O)NC3CCCCC3)CC2)n1,-2%,-2.8%,-7%,21%,-4%,21%[46 µM],14%
CN(C(=O)CO/N=C/c1ccc(Cl)cc1)c1ccccc1,-2%,-1.9%,5%,1%,-2%,x,-10%
CN1CCCCCC1=NC1=C(C#N)CCCC1,0%,0.0%,-3%,12%[38.3 µM],-13%,u,2%[46.1 µM]
CC(C)(C)c1cc(C(=O)O)c(CN2CCCCC2)o1,-2%,-1.1%,3%,-7%[38.3 µM],11%,4%,3%[46.1 µM]
c1ccc2c(c1)nc(-c1ccncc1)n1nnnc21,-6%,2.4%,-9%,0%,-5%,-7%,10%[46.1 µM]

Later entries:
Molecule,KinaseGlo FLuc,Epigenetic reg,CBFb-RUNX1 inh,IMPase Li cell,GLA spleen mod,LMNA splice mod,NPSR antag
CCC(=O)N[C@@H]1Cc2ccccc2[C@@H](c2ccccc2)C1,-3%,-0.1%,2%[21.7 µM],15%,4%,x,x
O=C1CCCc2c1cc(C(=O)Nc1ccc(Cl)cn1)c(=O)n2-c1ccccc1,11%,0.0%,4%,8%[38.3 µM],12%,-3%,-7%[46.1 µM]
Cc1cc(=O)n2c(-c3ccc(Cl)cc3)csc2n1,x,-0.1%,8%,x,-1%,x,0%
CCOC(=O)c1sc(SC)c(C(C)=O)c1C,-2%,-0.2%,3%,24%[38.3 µM],-4%,-10%,-12%[46.1 µM]
COc1ccc(-c2cc(=O)c3c(OC(C)=O)cc(OC(C)=O)cc3o2)cc1,-9%,-0.3%,10%,-9%,8%,x,x
COc1ccc(C2CC2/C(C)=N/OC(=O)C2CC2)cc1 (centres undefined),4%,-1.3%,-2%,0%,0%,x,4%
Cc1cccc(N(CC(=O)Nc2ccc(CC#N)cc2)S(C)(=O)=O)c1,0%,0.9%,6%,-3%,6%,-7%,-7%[46.1 µM]
CCCCC1(CO)C(=O)N(c2ccccc2)N(c2ccccc2)C1=O,x,-0.3%,7%,x,8%,x,-5%

Reprinted at random: 3 entries already listed.
Molecule,KinaseGlo FLuc,Epigenetic reg,CBFb-RUNX1 inh,IMPase Li cell,GLA spleen mod,LMNA splice mod,NPSR antag
COCCn1c(-c2ccc(Br)cc2)nc2oc3cc(OC)ccc3c(=O)c2c1=O,x,0.1%,-11%,x,10%,x,20%
CN(C(=O)CO/N=C/c1ccc(Cl)cc1)c1ccccc1,-2%,-1.9%,5%,1%,-2%,x,-10%
Cc1cccc(N(CC(=O)Nc2ccc(CC#N)cc2)S(C)(=O)=O)c1,0%,0.9%,6%,-3%,6%,-7%,-7%[46.1 µM]

The listing continues.
Molecule,KinaseGlo FLuc,Epigenetic reg,CBFb-RUNX1 inh,IMPase Li cell,GLA spleen mod,LMNA splice mod,NPSR antag
CCC(CO)N=CC1=C(O)CC(C)(C)CC1=O (centres undefined),-2%,0.1%,6%,-3%[38.3 µM],2%,2%,-4%[46.1 µM]
Cn1c(/N=C/c2cccs2)nc2ccccc21,u,1.1%,-2%,-7%[38.3 µM],-4%,-1%,-5%[46.1 µM]
Cc1cccc(COCC(CC(C)C)N2CCN(C(=O)c3ccc(C(F)(F)F)cc3)CCC2=O)c1 (centres undefined),1%,0.2%,1%,14%,4%,-2%,-39%
COc1ccccc1NC(=O)CN(C)S(=O)(=O)c1ccc(F)cc1,3%,-1.1%,7%,20%[38.3 µM],4%,-4%,-13%[46.1 µM]
Cc1cc(-n2c(SCCC#N)nnc2-c2cccnc2)ccc1Cl,0%,-1.0%,0%,6%[38.3 µM],-5%,2%,-8%[46.1 µM]
O=C(Nc1ncc2c(n1)-c1ccccc1OC2)c1ccc(Cl)cc1Cl,-1%,0.0%,-1%,18%[38.3 µM],-13%,14%,-7%[46.1 µM]
COc1ccc(S(=O)(=O)Nc2nnc(C)s2)cc1,6%,-0.9%,-3%,-29%[38.3 µM],10%,5%,-1%[46.1 µM]
COc1ccc(OCc2cccc(C(=O)NN)c2)cc1,-11%,2.1%,-1%,-1%,-1%,u,6%

Continued.
| structure | KinaseGlo FLuc | Epigenetic reg | CBFb-RUNX1 inh | IMPase Li cell | GLA spleen mod | LMNA splice mod | NPSR antag |
| --- | --- | --- | --- | --- | --- | --- | --- |
| CCCc1cc(NCC2CCCO2)n2c(nc3ccccc32)c1C#N (centres undefined) | 14% | -0.1% | 11% | 19%[38.3 µM] | u | -3% | -19%[46.1 µM] |
| O=C(NCCNS(=O)(=O)c1cccc(C(F)(F)F)c1)c1cc(OCC(F)(F)F)ccc1OCC(F)(F)F | 0% | -1.1% | 4% | 3%[38.3 µM] | -1% | 4% | -3%[46.1 µM] |
| COc1ccc(OC(C)C(=O)NCCC2=CCCCC2)cc1 (centres undefined) | 2% | 13% | -3% | 11% | 2% | 12%[46 µM] | 3% |
| CCCNC(=O)CCn1c(=S)oc2ccccc21 | x | -1.0% | 6% | x | 4% | x | 11% |
| CCOC(=O)Cn1c(-c2cccnc2Cl)nc2cc(C)c(C)cc21 | -1% | -0.9% | 2% | -5%[38.3 µM] | 4% | 12% | -19%[46.1 µM] |
| S=C1NCN(CCc2ccccc2)CN1Cc1ccccc1 | x | 1.1% | 4% | x | 17% | x | 16% |
| CCOc1cccc(-c2nnc3sc(COc4ccc(Cl)cc4)nn23)c1 | x | -3.6% | -17% | x | -2% | 0% | -11%[46.1 µM] |
| CCOC(=O)c1sc(NC(=O)c2cc(-c3ccc(C)cc3)nc3ccccc23)c(C#N)c1C | -2% | -1.1% | -2% | 25%[38.3 µM] | 11% | 6% | 2%[46.1 µM] |
| O=C(NC1CCCCCCC1)c1cc(-c2ccccn2)nc2ccccc12 | -3% | -0.2% | 6% | u | -15% | x | -32% |
| S=C1NC2=C(C(c3ccc(Br)cc3)N1)N1CCC2CC1 (centres undefined) | 1% | -1.2% | -1% | -6%[38.3 µM] | -3% | 4% | -2%[46.1 µM] |
| O=C(/C(C=Nc1ccc(Br)cc1)=C(/O)c1ccco1)C(F)(F)F | 2% | -1.0% | 5% | -1% | -1% | -5% | -12% |
| OCCNCCCOc1ccc(Cl)cc1Br | 3% | -2.2% | 3% | 5%[38.3 µM] | -12% | -2% | 9%[46.1 µM] |

The listing continues:
| structure | KinaseGlo FLuc | Epigenetic reg | CBFb-RUNX1 inh | IMPase Li cell | GLA spleen mod | LMNA splice mod | NPSR antag |
| --- | --- | --- | --- | --- | --- | --- | --- |
| CCOC(=O)CNC(=O)c1sc(NC(=O)c2ccccc2)nc1C | -8% | 1.2% | 8% | 23% | 1% | u | -12%[46.1 µM] |
| Cc1ccc(NNC(=O)c2ccno2)c(C)c1 | x | 1.4% | 13% | x | 11% | x | 6%[7.67 µM] |
| CCOC(=O)N1CCC(Nc2nc(OC)nc(OC)n2)CC1 | -5% | 8.8% | 1% | 2%[38.3 µM] | 8% | 1% | 2%[46.1 µM] |
| O=C(CN1CCOCC1)NNC(=S)Nc1ccccc1 | 0% | 3.0% | u | 11% | 0% | 17%[46 µM] | -17% |
| COc1ccc2c(Cl)c(-c3nnco3)sc2c1 | -5% | 2.0% | -1% | -22%[38.3 µM] | 1% | u | -8%[46.1 µM] |
| CSc1cccc(NC(=O)CN(C)S(=O)(=O)c2ccc(C)cc2)c1 | x | -3.7% | 5% | x | 4% | u | -15%[46.1 µM] |
| COC(=O)CCC(=O)OC1(C)C(=O)C2=CN(Cc3ccccc3)C(c3ccc(OC)cc3)=CC2=C(Br)C1=O (centres undefined) | -1%[7.66 µM] | x | -5%[13.1 µM] | 8% | -2%[17.5 µM] | -5%[9.22 µM] | x |
| O=C(C[n+]1cccc(/C=N/O)c1)N1CCCc2ccccc21 | 9% | 1.1% | 4% | 14% | -1% | x | 19% |

These rows are one share of the data (hit frequency here may not be typical).
